EPAC2 ag: qHTS for Agonist of cAMP-regulated guanine nucleotide exchange factor 4 (EPAC2): primary screen; EPAC2 activation, biochemical qHTS; response scale: 100% = 6.5 mM cAMP response; Potency, µM (top dose mostly 154 µM), inactives show top-dose activation, usual class: activators; 0.079% of 360,000 active; also: potency is read from the fitted curve at half-maximal effect; nearly all actives have a fitted effect of over 50% in size
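Compounds were added across a concentration range to EPAC2 (100 nM), RAP1B-BODIPY-GDP (250 nM) and GDP (50 uM). After 5 min at room temperature, fluorescence was recorded at 5-min intervals for 30 min.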
D3 ag: qHTS of D3 Dopamine Receptor Agonist: qHTS; D3R DiscoveRx beta-arrestin cells, luminescence, 90 min; max activation, %; 0.58% of 410,000 active; in the data active = max activation above about 30%; also: 0% is about no effect; mostly tested at two doses, the higher about 12 µM
Target sequence (P35462 whole entry, looked up): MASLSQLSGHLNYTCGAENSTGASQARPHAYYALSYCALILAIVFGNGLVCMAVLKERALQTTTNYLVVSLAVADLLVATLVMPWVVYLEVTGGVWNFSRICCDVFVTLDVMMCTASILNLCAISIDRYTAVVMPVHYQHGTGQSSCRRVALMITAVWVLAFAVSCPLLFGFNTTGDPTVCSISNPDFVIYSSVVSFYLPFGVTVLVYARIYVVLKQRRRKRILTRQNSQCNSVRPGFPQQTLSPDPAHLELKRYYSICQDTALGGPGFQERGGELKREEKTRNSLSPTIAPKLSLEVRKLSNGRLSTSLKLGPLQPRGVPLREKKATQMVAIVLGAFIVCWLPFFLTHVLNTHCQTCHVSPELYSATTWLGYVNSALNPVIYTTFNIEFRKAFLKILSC
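Cells at 1500/well, incubated overnight, then treated with pinned compounds (dopamine as control) for 90 min at 37 degrees C. DiscoveRx reagent added for 30 - 60 minutes at room temperature; luminescence read.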
D3 antag: qHTS of D3 Dopamine Receptor Antagonist: qHTS; D(3) dopamine receptor (Homo sapiens), P35462; D3R cells, DiscoveRx beta-arrestin luminescence, antagonist mode; hits give low values; max response, negative = inhibition, %; 2.5% of 360,000 active; AID 652054, 2013; in the data active = max response below about -50%; inconclusive = no clear call, values can overlap the other calls; also: % is scaled to controls: 0 for no effect and ±100 for the full control effect; mostly tested at two doses, the higher about 12 µM
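Cells plated overnight at 1500 cells/well, then exposed to library compounds with dopamine controls for 90 minutes at 37 degrees C. DiscoveRx reagent added for 30–60 minutes at room temperature; luminescence read, quantitative HTS format.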
CCT chaperon mod: High-Throughput Screening for Modulators of Cytosolic Chaperonin Activity | purified chaperonin ATPase assay, HTRF ADP detection, 30 min | activity change, % (concentration not given with the values), hits read low | 0.3% of 360,000 active; in the data active = activity change below about -30%; also: % is scaled to controls: 0 for no effect and ±100 for the full control effect
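TRiC at 40 or 20 nM final (batch-dependent) in 30 mM Tris pH 7.4, 100 mM KCl, 5 mM MgCl2, 1 mM DTT, with compound at single 76 uM and 10 uM ATP, 30 min at 37 deg C. ADP detected by HTRF Transcreener, 665/615 ratio.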
PTHR1 agonist: qHTS for PTHR1 Agonists: Primary Screen | AID 743266, 2014 | 0.075% of 410,000 active | Parathyroid hormone/parathyroid hormone-related peptide receptor (Homo sapiens), Q03431 | Potency, µM (top dose mostly 115 µM), for inactives: at the top dose activation, hits mostly activators | HEK293 GP2 PTHR1 cells, GloSensor cAMP luminescence, 1 h; also: potency is read from the fitted curve at half-maximal effect; nearly all actives have a fitted effect of over 55% in size; some results filed as inactive show a strong effect at the top dose; inactives centre near -15; many of its hits are not listed in these tables
Target sequence (Q03431 whole entry, looked up): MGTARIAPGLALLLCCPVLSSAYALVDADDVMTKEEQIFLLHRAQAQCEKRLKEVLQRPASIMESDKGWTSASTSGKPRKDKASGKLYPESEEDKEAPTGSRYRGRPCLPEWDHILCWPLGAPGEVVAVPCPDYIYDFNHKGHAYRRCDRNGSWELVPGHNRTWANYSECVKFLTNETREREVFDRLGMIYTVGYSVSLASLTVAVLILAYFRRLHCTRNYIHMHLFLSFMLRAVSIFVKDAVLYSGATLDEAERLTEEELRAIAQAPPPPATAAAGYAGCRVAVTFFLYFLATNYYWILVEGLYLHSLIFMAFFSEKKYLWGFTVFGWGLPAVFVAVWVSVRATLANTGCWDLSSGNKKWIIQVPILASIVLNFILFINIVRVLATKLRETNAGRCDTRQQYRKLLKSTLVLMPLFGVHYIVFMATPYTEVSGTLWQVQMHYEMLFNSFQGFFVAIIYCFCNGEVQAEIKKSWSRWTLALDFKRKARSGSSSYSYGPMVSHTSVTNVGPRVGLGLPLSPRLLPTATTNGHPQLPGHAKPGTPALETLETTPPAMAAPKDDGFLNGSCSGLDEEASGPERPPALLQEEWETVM
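HEK-293-derived GP2 cells expressing PTHR1 and a GloSensor cAMP reporter, 3,000/well, plated overnight, given luciferin plus IBMX (each 0.5 mM as added) for 1 h at 37 °C, then compound for 1 h at 37 °C. Luminescence was read after 15 min at room temperature.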
EPAC2 antag: qHTS for Antagonist of cAMP-regulated guanine nucleotide exchange factor 2 (EPAC2): primary screen. 0.18% of 360,000 active. EPAC2 GEF exchange of Rap1B-BODIPY-GDP, fluorescence. Potency, µM (series often up to 114 µM), inactives show top-dose activity, negative = inhibition, usual class: inhibitors. Rap guanine nucleotide exchange factor 4 (Homo sapiens), Q8WZA2; also: potency is read from the fitted curve at half-maximal effect; % is scaled to controls: 0 for no effect and ±100 for the full control effect; nearly all actives have a fitted effect of over 45% in size; many of its hits are not listed in these tables
Mm-Cpn inhibitor: Inhibitors of TCP-1 ring complex (TRiC) of Methanococcus maripaludis (MmCpn): qHTS | Potency, µM (highest dose often 76.9 µM), inactives show at the top dose activity, negative = inhibition, usual class: inhibitors | Chaperonin Mm-Cpn (Methanococcus maripaludis) | 0.031% of 330,000 active | purified Mm-Cpn ATPase, ADP Transcreener TR-FRET; also: potency is read from the fitted curve at half-maximal effect; % is scaled to controls: 0 for no effect and ±100 for the full control effect; nearly all actives have a fitted effect of over 80% in size
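Compound-treated chaperonin, 25 nM final, turns over 10 uM ATP at 37°C for 30 min following a 10 min preincubation; ADP generated competes with ADP-d2 for Eu-cryptate antibody, lowering FRET.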
Akt phos inh: HTS Assay for Inhibitors of Akt Phophorylation: Primary Screen; activity change, % for hits at 50 µM; 0.32% of 360,000 active; Neuro2A IGF-stimulated pAkt S473 HTRF, 20 min; hits give low values; in the data active = activity change below about -80%; inconclusive = mostly about -51% to -80%; also: % is scaled to controls: 0 for no effect and ±100 for the full control effect
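Neuro2A cells (4,500/well, DMEM with 0.5% FBS) were treated with compound at a single 50 µM final concentration, stimulated with 6 nM IGF for 20 min at 37 °C, and lysed. Phospho-Akt Ser473 was read by HTRF as 665/615 ratio ×10^4.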
* = called active by the depositor; i = inactive; ? = inconclusive; · = no result given; & = joins results of further samples; [ ] = dose if it differs, or a comment. Unless noted, calls follow the shape of the dose curve; as a rule, active = well fitted curve in the direction sought with a large enough effect; inconclusive = small, poorly fitted or top-dose-only effect, or another doubt; inactive = no such curve, though single readings can be large; an effect the other way counts as inactive or inconclusive. Only part of the results is shown; the hit share may differ from the screen's.

SMILES | EPAC2 ag | D3 ag | D3 antag | CCT chaperon mod | PTHR1 agonist | EPAC2 antag | Mm-Cpn inhibitor | Akt phos inh
Cn1c(O)c(N=NC(=N)N)c2ccccc21 | 9% | -1 | -6 | -1.6 | i | -2% | 0% | i
CC[C@]12c3[nH]c4cc(CCC(=O)N(C)C)ccc4c3CCN1C(=O)[C@@H](CC(=O)NC/C=C(\C)CCC=C(C)C)C[C@@H]2C(=O)N1CCN(C(=O)c2ccco2)CC1 | -8% | -22 | -23 | 2.1 | -30% | 1% | -2% | i
COc1ccc(NC(=O)CN2C(=O)NC(C)(c3ccc(C)cc3)C2=O)c([N+](=O)[O-])c1 (configuration not stated) | 10% | -9 | -19 | 2.6 | -10% | -13% | -2% | i
Cc1sc(NC(=O)c2cc3ccccc3oc2=O)c(C(=O)OC(C)C)c1-c1ccccc1 | 3% | -1 | 18 | 0.0 | i | 2% | -1% | i
Cc1c(C(c2cc(O)ccc2O)c2c(C)n(C)n(-c3ccccc3)c2=O)c(=O)n(-c2ccccc2)n1C | 5% | -19 | -21 | -2.4 | ? | -5% | · | i
Cc1ccc(CNC(=O)CN2C(=O)NC(C)(c3cccc(Br)c3)C2=O)cc1 (configuration not stated) | 12% | -3 | -14 | -2.8 | -23% | 4% | 0% | i
CC(=O)Nc1cc(NC(C)=O)cc(C(=O)OC(C)C(=O)Nc2ccc(S(=O)(=O)N3CCCC3)cc2)c1 (configuration not stated) | 6% | 4 | 3 | -2.3 | i | -7% | 1% | i
CCc1ccc(C(=O)NC2CCCCC2)s1 | 6% | 4 | -11 | -3.0 | -18% | 5% | 0% | i
CN(C)S(=O)(=O)c1cccc(C(=O)NCCOC(=O)c2cc(F)c(F)cc2Cl)c1 | 12% | -5 | 0 | -1.4 | -25% | -7% | 0% | i
COc1ccc(CCN(C)C(=O)CSc2ncnc3sccc23)cc1OC | -1% | -1 | 15 | -0.2 | -24% | 3% | 0% | i
CCc1ccc(NC(=O)c2cccc(NC3=NC4CS(=O)(=O)CC4S3)c2)cc1 (configuration not stated) | 3% | -3 | -12 | -0.2 | -1% | 6% | 1% | i
COc1ccccc1CCNC(=O)CSc1nnc2ccc(-c3cccnc3)nn12 | -1% | -6 | -4 | -0.2 | -22% | 21% | -1% | i

Just EPAC2 antag, for some of the entries so far:
Molecule	EPAC2 antag
Cc1sc(NC(=O)c2cc3ccccc3oc2=O)c(C(=O)OC(C)C)c1-c1ccccc1	2%
Cc1c(C(c2cc(O)ccc2O)c2c(C)n(C)n(-c3ccccc3)c2=O)c(=O)n(-c2ccccc2)n1C	-5%

Single values from the entries so far:
CCT chaperon mod result of `COc1ccc(NC(=O)CN2C(=O)NC(C)(c3ccc(C)cc3)C2=O)c([N+](=O)[O-])c1` (configuration not stated) stands at 2.6
D3 ag result of `Cc1c(C(c2cc(O)ccc2O)c2c(C)n(C)n(-c3ccccc3)c2=O)c(=O)n(-c2ccccc2)n1C` stands at -19
PTHR1 agonist result of `COc1ccccc1CCNC(=O)CSc1nnc2ccc(-c3cccnc3)nn12` stands at -22%
EPAC2 antag result of `CCc1ccc(C(=O)NC2CCCCC2)s1` stands at 5%
EPAC2 ag result of `CC(=O)Nc1cc(NC(C)=O)cc(C(=O)OC(C)C(=O)Nc2ccc(S(=O)(=O)N3CCCC3)cc2)c1` (configuration not stated) stands at 6%

(list continues)
SMILES | EPAC2 ag | D3 ag | D3 antag | CCT chaperon mod | PTHR1 agonist | EPAC2 antag | Mm-Cpn inhibitor | Akt phos inh
Cc1cc(=O)[nH]c(SCCCOc2ccc(F)cc2)n1 | -1% | -5 | 23 | 2.1 | i | -5% | -1% | ·
COc1ccc(NC(=O)CSc2nc3c(c(=O)n2C)SCC3)cc1OC | 12% | 0 | 4 | -2.5 | -3% | -1% | 1% | i
C/C(CC(=O)Nc1cccnc1)=N\NC(=O)C(=O)NC(C)C | 4% | -14 | -7 | -1.4 | i | -12% | 2% | i
Cc1cccn2c(=O)c(/C=C(\C#N)S(=O)(=O)c3ccccc3)c(Oc3ccc(Cl)cc3)nc12 | 0% | -2 | -15 | -5.9 | -5% | 7% | 1% | i
O=C(CCc1ccc(CCC(=O)c2cccs2)s1)c1cccs1 | 5% | 1 | 14 | 0.0 | -20%[57.5 µM] | -2% | 1% | i
COC(=O)c1cc(S(=O)(=O)N2CCN(c3ccc(F)cc3)CC2)cn1C | 6% | 1&-12 | 19 | -0.7 | -15%&-27% | -4% | 4% | i
O=C(O)c1cccnc1SC1CC(=O)N(c2ccc(OC(F)F)cc2)C1=O (configuration not stated) | 18% | -11 | ? | -3.7 | 6% | -2% | 0% | i
Cc1ccc2nc(SCC(=O)Nc3ccc(F)cc3)nc(=O)n2c1 | -2% | 2 | 14 | -1.0 | -16% | 6% | 1% | i
CC(C)(C)N=C1C([N+](=O)[O-])=CC=C2C1=NC1(CCCCC1)N2O | 4% | -8 | -10 | 0.2 | 9% | -13% | -1% | i
COC(=O)C1=CN(Cc2ccc(OC)c(OC)c2)C=C(C(=O)OC)C1c1ccc(F)cc1 | 15% | 8 | 157 | 2.4 | i | ? | -1% | i
CC(C)c1ccc(NC(=O)COC(=O)C2CCCCC2)cc1 | 9% | 2 | 10 | -3.0 | i | -7% | 0% | i
OCCN1CCN(C(=S)c2ccc(Cl)c(Cl)c2)CC1 | -4% | 0 | 6 | -4.2 | i | 6% | 0% | i
CSCCC(NS(=O)(=O)c1ccc(C)cc1)C(=O)N1CCN(S(=O)(=O)c2ccc(F)cc2)CC1 (configuration not stated) | 6% | 2 | 3 | 0.8 | -21% | -9% | -3% | i
CCOC(=O)N1CCC(NC(=O)CCN2C(=O)C3C4C=CC(C4)C3C2=O)CC1 (configuration not stated) | -6% | -15 | 19 | -0.1 | -13%[57.5 µM] | -1% | -1% | i
CCSCc1nnc(SCC(=O)Nc2cccc(SC)c2)n1C | 0% | 5 | 1 | -2.8 | i | 5% | 1% | i
COc1ccc(C2Nc3ccccc3C(=O)N2Cc2ccco2)cc1CN1C(=O)c2ccccc2C1=O (configuration not stated) | 15%&11% | 12&-8 | -2&11 | 0.1&1.3 | -5% | 2%&-4% | -1%&-1% | i
c1ccc2c(-c3c[nH]c4ccccc34)c3ccccc3nc2c1 | 8% | -4 | -53* | 0.8 | -28% | 11% | 1% | i
COC(=O)c1ccc(Nc2c([N+](=O)[O-])c(=O)oc3ccccc23)cc1 | -2% | 12 | 1 | -0.4 | -23% | -3% | -4% | i
O=C1NCCCC1C(=O)N1CCN(C(c2ccccc2)c2ccccc2)CC1 (configuration not stated) | 1% | 13 | 10 | -0.1 | -21% | 11% | 0% | i
CC1(C(=O)NCCC#N)CCN1C(=O)C1(c2ccccc2)CCCC1 (configuration not stated) | 7% | 6 | 0 | -1.2 | -3% | 1% | · | i
O=C(Cc1ccc(Cl)cc1)Nc1ccc(CN2CCCCC2)cc1 | 8% | -3 | 47 | -0.1 | i | -3% | -1% | i
O=C(CCC1CCCCC1)Nc1cccc(C(=O)Nc2ccc(C(=O)O)cc2)c1 | 0% | -2 | -6 | 1.1 | i | -1% | · | i
O=C(CCC(C(=O)c1ccccc1)c1ccccc1)c1ccccc1 (configuration not stated) | -3% | 2 | 7 | 1.4 | i | -6% | · | i
CN1CCN(c2nc3c(c(=O)[nH]c(=O)n3C)n2Cc2ccccc2)CC1 | 0% | 7 | 9 | 1.7 | i | 11% | -1% | i
Cc1nc2c(OCc3ccc(Cl)cc3Cl)cccn2c1N(C)Cc1cccs1 | 11% | -17 | -71* | 2.3 | -31%[inhibitor] | -8% | · | i
NC(=O)c1ccc(SCC(=O)OCC(=O)N2CCN(C(=O)c3ccco3)CC2)c([N+](=O)[O-])c1 | -2% | 2 | 0 | -0.6 | -9% | 6% | 0% | i
Cc1ccc(Cl)c(OCC(=O)NCC(c2cccs2)N2CCOCC2)c1 (configuration not stated) | 7% | -11 | 4 | 0.4 | -93%[inhibitor] | 10% | 1% | i
Cc1ccc(S(=O)(=O)N2CCN(C(=O)COC(=O)Cc3cccc(C(F)(F)F)c3)CC2)c(C)c1 | -1% | 6 | 1 | 0.0 | -21% | -5% | 0% | i
CCNC(=O)N(CC)C[C@H]1N[C@@](Cc2ccccc2)(C(=O)OC)[C@H]2C(=O)N(Cc3ccccc3)C(=O)[C@@H]12 | -4% | 0 | 3 | -3.8 | i | 13% | -1% | i
CCCCc1ccc(S(=O)(=O)NC(=O)C2(C)CCN2C(=O)CCc2cccs2)cc1 (configuration not stated) | 2% | -2 | -30 | -3.1 | i | 10% | · | i
Cc1ccc(C(=O)N2CCN(c3ccc4c(c3)C3CC4CCN3C(=O)OCc3ccccc3)CC2)cc1 (configuration not stated) | -1% | 2 | -2 | 0.3 | -11% | 12% | · | i
CC(C)CC(=O)NC1(C(F)(F)F)C(=O)N(CC(C)C)C2=C1C(=O)CC(C)(C)C2 (configuration not stated) | -3% | -3 | ? | 1.4 | i | 5% | 1% | i
Cc1cc(C)cc(SCc2noc(C(=O)NC(C)C)c2C(=O)NC(C)C)c1 | 5% | -5 | 17 | -1.6 | -23% | -20% | 0% | i
CC(Oc1ccc(C(=O)c2ccccc2)cc1)C(=O)N1CCOCC1 (configuration not stated) | -1% | -7 | -5 | 1.5 | i | 4% | -19% | i
COCCNC(=O)C(=O)NCC1OCCN1S(=O)(=O)c1cc(F)ccc1F (configuration not stated) | 6% | 2 | 1 | -1.9 | i | 1% | · | i
Cc1ccc(C)c(-c2nnc(NC(=O)CCS(=O)(=O)c3ccccc3)o2)c1 | 7% | 2 | 15 | 3.5 | i | 12% | -1% | i
Cc1cc(OCC(=O)NCc2ccccn2)c2c(C)cc(=O)oc2c1 | -2% | 3 | -2 | -1.8 | -1% | 0% | 0% | i
COC(=O)c1ccc(OCC(O)CN2CCN(C(=O)c3ccco3)CC2)cc1 (configuration not stated) | -3% | 21 | 7 | -1.3 | -33%[inhibitor] | 6% | -3% | i

High-throughput results (PubChem BioAssay)
